N370S GC mod: qHTS Assay for Inhibitors and Activators of N370S glucocerebrosidase as a Potential Chaperone Treatment of Gaucher Disease; Lysosomal acid glucosylceramidase (Homo sapiens), P04062; N370S GC spleen homogenate, 4MU-glucoside fluorescence; Potency, µM (titrated, usually from 59.4 µM), inactives show top-dose activity change, negative = inhibition, usual class: inhibitors; hit rate 0.092% among 330,000;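 also: 0% = full enzyme activity and -100% = no enzyme basal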
FEN1 inh: qHTS Assay for the Inhibitors of Human Flap endonuclease 1 (FEN1); P39748; Recombinant FEN1 flap cleavage, fluorescence, 15 min; Potency, µM (top dose mostly 114 µM), for the others: at the top dose activity change, negative = inhibition, actives largely listed as inhibitors; hit rate 0.35% among 390,000; AID 588795, 2011; also: nearly all actives have a fitted effect of over 65% in size
Target sequence (P39748 whole entry, looked up): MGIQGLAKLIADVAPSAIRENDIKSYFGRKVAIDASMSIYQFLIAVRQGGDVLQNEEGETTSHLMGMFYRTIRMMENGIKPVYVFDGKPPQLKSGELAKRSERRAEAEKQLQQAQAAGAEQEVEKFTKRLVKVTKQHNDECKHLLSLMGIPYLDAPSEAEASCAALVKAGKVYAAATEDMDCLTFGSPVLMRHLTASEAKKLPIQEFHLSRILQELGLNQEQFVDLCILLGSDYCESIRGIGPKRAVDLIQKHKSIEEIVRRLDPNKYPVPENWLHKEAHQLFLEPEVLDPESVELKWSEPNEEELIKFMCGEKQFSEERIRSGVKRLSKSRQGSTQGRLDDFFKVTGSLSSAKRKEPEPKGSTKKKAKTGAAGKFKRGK
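FEN1 at 10 nM, compound pretreatment for 15 min (room temperature), 50 nM final substrate to initiate; endpoint reads at 0 and 15 min; DMSO-only plates used as vehicle background.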
TDP1 inh: qHTS Assay for Inhibitors of Tyrosyl-DNA Phosphodiesterase (TDP1); hit rate 0.28% among 350,000; recombinant TDP1, AlphaScreen DNA substrate cleavage; Tyrosyl-DNA phosphodiesterase 1 (Homo sapiens), Q9NUW8; Potency, µM (highest dose often 130 µM), without a hit: top-dose activity change, negative = inhibition, most hits filed as inhibitors; also: nearly all actives have a fitted effect of over 40% in size
Target sequence (Q9NUW8 whole entry, looked up): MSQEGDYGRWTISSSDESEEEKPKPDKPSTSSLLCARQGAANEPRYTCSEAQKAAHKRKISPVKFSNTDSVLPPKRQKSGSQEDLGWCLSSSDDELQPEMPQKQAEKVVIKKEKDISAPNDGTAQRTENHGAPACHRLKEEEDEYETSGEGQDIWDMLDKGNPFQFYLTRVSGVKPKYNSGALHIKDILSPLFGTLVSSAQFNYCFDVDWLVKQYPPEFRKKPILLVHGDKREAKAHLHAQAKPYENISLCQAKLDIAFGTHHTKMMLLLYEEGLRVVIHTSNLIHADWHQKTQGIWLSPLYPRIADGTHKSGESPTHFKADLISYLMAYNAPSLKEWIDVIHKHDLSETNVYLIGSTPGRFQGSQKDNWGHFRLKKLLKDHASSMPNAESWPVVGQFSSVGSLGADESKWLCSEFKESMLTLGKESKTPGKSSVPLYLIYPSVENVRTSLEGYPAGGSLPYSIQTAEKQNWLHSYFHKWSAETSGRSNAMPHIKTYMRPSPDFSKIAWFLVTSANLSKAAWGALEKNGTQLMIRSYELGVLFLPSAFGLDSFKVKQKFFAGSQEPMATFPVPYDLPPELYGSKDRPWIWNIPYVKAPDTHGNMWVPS
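Here, a 5' biotin and 3' phosphotyrosine-FITC DNA oligonucleotide reports Tdp1 activity: intact substrate bridges AlphaScreen beads, while cleavage leaves a 3' phosphate and drops signal. All incubations at room temperature.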
* = called active by the depositor; u = inconclusive; x = not tested or not shown; & = joins results of further samples; [ ] = another dose, or the depositor's remark. Calls follow the shape of the dose curve; as a rule, active = well fitted curve in the direction sought with a large enough effect; inconclusive = small, poorly fitted or top-dose-only effect, or another doubt; inactive = no such curve, though single readings can be large; an effect the other way counts as inactive or inconclusive. Unless noted, % is scaled to controls: 0 for no effect and ±100 for the full control effect; potency is read from the fitted curve at half-maximal effect. Not a hit list. Share with any hit: about 0.53%.

Compound,N370S GC mod,FEN1 inh,TDP1 inh
COC(=O)[C@]1(C)N[C@H](CN(C)S(=O)(=O)c2ccc(C)cc2)[C@@H]2C(=O)N(Cc3ccccc3)C(=O)[C@@H]21,x,-1%,1%
Cc1ccc([N+](=O)[O-])c(OCC(=O)OCC(=O)c2ccccc2)c1,7%,7%,2%
CC(=O)OCCNc1cc(SC(C)C)c2nonc2c1[N+](=O)[O-],3%,-18%,2%
S=c1[nH]nc(-c2ccccc2Br)n1Cc1ccccc1,4%,-1%,3%
CCN(CC)CCNC(=O)c1ccc(NC(=O)c2cc(-c3ccncc3)nc3ccccc23)cc1,x,-3%,-4%
Cc1cccc(Nc2ccc3nonc3c2[N+](=O)[O-])c1C,-11%,5%,x
CN1CCN(C(=O)C2(NC(=O)Nc3cccc(F)c3)CCCCC2)CC1,3%,-1%,0%
CCN(Cc1ccncc1)C(=O)C(CO)c1ccccc1 (stereo not given),4%&2%&25%&0%,2%,9%[56.1 µM]
O=C(CSCc1ccc(Cl)cc1)NCc1ccc2c(c1)OCO2,0%,-12%,4%
COc1ccc(/C=C/c2onc(C)c2S(=O)(=O)N2CCC(C(=O)N3CCCCC3)CC2)cc1,x,-6%,1%
COc1cc(CC(=O)OC2CCOC2=O)cc(OC)c1OC (stereo not given),-11%,3%,4%
Clc1ccc(-n2nnnc2SCc2c(-c3ccccc3)nc3sccn23)cc1,-1%,-2%,7%
CC(=O)NCCn1c(SCC(=O)c2ccccc2)nc2ccccc2c1=O,4%,-3%,3%
CCOC(=O)c1c(-c2ccccc2)csc1NC(=O)CSc1nnnn1C,-7%,-16%,0%
C=CCn1c(=O)/c(=C/c2ccc(C)o2)s/c1=C(/C#N)C(=O)c1ccccc1,14%,-5%,6%
CCOC(=O)C(Sc1cc(-c2ccccc2)nc2ncnn12)C(C)=O (stereo not given),5%,-10%,x
Cc1cc(C)n(-c2ccc(C(=O)NCc3ccc4c(c3)OCO4)cc2)n1,-2%,3%,2%
O=C(NCc1cccc(F)c1)C1CCN(c2nc3ccccc3nc2C(F)(F)F)CC1,x,1%,5%
O=C(O)c1ccc(N2CCCC2=O)cc1,12%,-9%,3%
COc1ccc(CNC(=O)c2cnc3n(c2=O)CCS3)cc1,9%,2%,0%
O=S(=O)(Nc1cccc(-c2cn3c(n2)SCC3)c1)c1cccs1,-6%,2%,5%
CCc1ccc(NC(=O)CC2C(=O)NCCN2C(=O)c2ccc(F)cc2)cc1 (stereo not given),-10%,5%&-5%,-1%&6%
CCC(=O)Nc1nnc(S(=O)(=O)N2CCCC2)s1,-2%,16%,x
N#C/C(=C(/O)COc1cccc2ccccc12)c1nc2ccccc2[nH]1,0%,5%,4%
CN(C)c1cc[n+](/C(C(=S)Nc2ccc(SC(F)F)cc2)=C(/[O-])c2ccccc2)cc1,-9%,-7%,0%
CC(C)CNc1nc(Oc2ccc(=O)[nH]n2)nc(N(C)C)n1,-9%,-2%,0%
Cc1ccc(/C=C(\C#N)C(=O)Nc2ccc(Br)cc2)o1,x,-8%,6%[12.3 µM]
Clc1ccc(-n2c(SC/C=C/c3ccccc3)nnc2-c2cccnc2)cc1,1%,-18%,7%
Cc1cccc(-c2nnc3n2N=C(c2ccccc2Br)CS3)c1,2%,14%,0%
CCOC(=O)c1cn(CC)c2ccc(Br)cc2c1=O,12%,-2%,-2%
Cc1oc(C(C)(C)C)cc1C(=O)N1CCCC1C(=O)O (stereo not given),2%,8%,-3%
Cc1ccc2nc(-c3ccc(O)cc3)c(Nc3ccc(Cl)cc3)n2c1,x,-19%,4%
NC(=O)c1nsc(C(=O)N(c2cccc(O)c2)C(C(=O)NC2CCCC2)c2ccc(Cl)cc2)c1N (stereo not given),-8%,-6%,7%
Cc1cccc(NC(=O)C2CCN(C(=O)[C@@H]3Cc4ccccc4CN3)CC2)c1,-9%,2%,4%
Cc1cccc(NS(=O)(=O)c2cccc(C(=O)NCC(c3ccco3)N3CCCCC3)c2)c1 (stereo not given),-14%,-6%,x
O=C(Cn1cc2c(n1)CCCCC2)N1CCc2ccccc21,-4%,-20%,1%
COc1ccc(C2CC(c3ccc(F)cc3)Nc3nc(N)nn32)cc1 (stereo not given),-3%,-8%,0%
CCOC(=O)N1CCN(C(=O)CN(Cc2ccc(Cl)cc2)S(=O)(=O)c2ccccc2)CC1,-8%,-10%,6%
O=C(O)COCC(=O)N1CCCN(c2ccc(C(F)(F)F)cn2)CC1,-11%,-2%,x
COc1cc(NC(=O)CN(C)C2CCCCC2)c(C)cc1[N+](=O)[O-],-5%,-11%,2%
CC1CCCN(Cc2c(O)ccc3c(=O)c(Oc4ccccc4Cl)c(C(F)(F)F)oc23)C1 (stereo not given),x,3%,0%
C[C@@]12CCC3c4ccc(OC5C=CC(c6ccccc6)OC5CO)cc4CCC3C1CCC2=O (stereo not given in full),-1%[12.8 µM],x,8%[21 µM]
COCC(C)NC(=O)C1c2ccccc2Oc2ccccc21 (stereo not given),-6%,-11%,x
Cc1ccc(-c2cc(C(=O)Nc3c(C(=O)c4ccccc4)oc4ccccc34)no2)cc1F,x,-7%,6%
CCN(CC)CCNC(=O)C(=O)NCC(c1cccnc1)N1CCN(c2ccc(F)cc2)CC1 (stereo not given),x,23%,0%
CC(=O)N1CCc2cc(CNC(=O)Nc3ccccc3C(F)(F)F)ccc21,x,-8%,2%
O=C(Nc1ccccc1N1CCCCC1)c1ccc(F)cc1,-15%,-14%,u
CCOc1ccc(N(CC)S(=O)(=O)N2CCCC(C(=O)NCc3ccc(Cl)cc3)C2)cc1 (stereo not given),x,-21%,5%

A run of entries of the results above, for reference:
Compound,N370S GC mod,FEN1 inh,TDP1 inh
Cc1ccc(/C=C(\C#N)C(=O)Nc2ccc(Br)cc2)o1,x,-8%,6%[12.3 µM]
Clc1ccc(-n2c(SC/C=C/c3ccccc3)nnc2-c2cccnc2)cc1,1%,-18%,7%
Cc1cccc(-c2nnc3n2N=C(c2ccccc2Br)CS3)c1,2%,14%,0%
CCOC(=O)c1cn(CC)c2ccc(Br)cc2c1=O,12%,-2%,-2%
Cc1oc(C(C)(C)C)cc1C(=O)N1CCCC1C(=O)O (stereo not given),2%,8%,-3%
Cc1ccc2nc(-c3ccc(O)cc3)c(Nc3ccc(Cl)cc3)n2c1,x,-19%,4%
NC(=O)c1nsc(C(=O)N(c2cccc(O)c2)C(C(=O)NC2CCCC2)c2ccc(Cl)cc2)c1N (stereo not given),-8%,-6%,7%
Cc1cccc(NC(=O)C2CCN(C(=O)[C@@H]3Cc4ccccc4CN3)CC2)c1,-9%,2%,4%
Cc1cccc(NS(=O)(=O)c2cccc(C(=O)NCC(c3ccco3)N3CCCCC3)c2)c1 (stereo not given),-14%,-6%,x
O=C(Cn1cc2c(n1)CCCCC2)N1CCc2ccccc21,-4%,-20%,1%
COc1ccc(C2CC(c3ccc(F)cc3)Nc3nc(N)nn32)cc1 (stereo not given),-3%,-8%,0%
CCOC(=O)N1CCN(C(=O)CN(Cc2ccc(Cl)cc2)S(=O)(=O)c2ccccc2)CC1,-8%,-10%,6%
O=C(O)COCC(=O)N1CCCN(c2ccc(C(F)(F)F)cn2)CC1,-11%,-2%,x
COc1cc(NC(=O)CN(C)C2CCCCC2)c(C)cc1[N+](=O)[O-],-5%,-11%,2%
CC1CCCN(Cc2c(O)ccc3c(=O)c(Oc4ccccc4Cl)c(C(F)(F)F)oc23)C1 (stereo not given),x,3%,0%
C[C@@]12CCC3c4ccc(OC5C=CC(c6ccccc6)OC5CO)cc4CCC3C1CCC2=O (stereo not given in full),-1%[12.8 µM],x,8%[21 µM]
COCC(C)NC(=O)C1c2ccccc2Oc2ccccc21 (stereo not given),-6%,-11%,x
Cc1ccc(-c2cc(C(=O)Nc3c(C(=O)c4ccccc4)oc4ccccc34)no2)cc1F,x,-7%,6%
CCN(CC)CCNC(=O)C(=O)NCC(c1cccnc1)N1CCN(c2ccc(F)cc2)CC1 (stereo not given),x,23%,0%
CC(=O)N1CCc2cc(CNC(=O)Nc3ccccc3C(F)(F)F)ccc21,x,-8%,2%
O=C(Nc1ccccc1N1CCCCC1)c1ccc(F)cc1,-15%,-14%,u
CCOc1ccc(N(CC)S(=O)(=O)N2CCCC(C(=O)NCc3ccc(Cl)cc3)C2)cc1 (stereo not given),x,-21%,5%

The results go on.
Compound,N370S GC mod,FEN1 inh,TDP1 inh
Cc1ccc(NC(=O)Cn2c(SCc3ccc(F)cc3)nc3cccnc32)cc1F,x,21%,-1%
Cc1nn(C)cc1CNC(=O)C1(C)CC1(Cl)Cl (stereo not given),3%,0%,-3%
CCC1CCCCN1CCNC(=O)CCS(=O)(=O)c1ccc(Br)cc1 (stereo not given),5%,-3%,5%
O=C(Nc1cccc(Oc2ccc3c(c2)C(=O)NC3=O)c1)c1cccs1,10%,-13%,1%
COC(CNC(=O)c1ccc2c3c(onc13)-c1ccccc1C2=O)OC,3%,u,4%
N#Cc1cccc(C(c2nnnn2CCc2ccccc2)N2CCN(C3CCCCC3)CC2)c1 (stereo not given),0%,2%,0%
O=S(=O)(N[C@H]1C[C@@H](NS(=O)(=O)OCC(Cl)(Cl)Cl)C2CCCCC21)OCC(Cl)(Cl)Cl (stereo not given in full),-5%,0%,x
CC(/C=C1\SC(=S)N(C(C(=O)O)c2ccccc2)C1=O)=C\c1ccccc1 (stereo not given),-27%,-16%,5%
COc1ccc(OC)c(/C=N/NC(=O)CC(=O)NC2CCCCC2)c1,u,-3%,1%
CCSC1=C(C#N)C(c2ccccc2Cl)CC(=O)N1 (stereo not given),4%,8%,3%
COc1ccc(F)cc1C(=O)C1CCCN(Cc2c[nH]c3ccccc23)C1 (stereo not given),28%,15%,-2%
NNC(=O)CN1CCN(c2ncc(C(F)(F)F)cc2Cl)CC1,-7%,0%,6%
CC(C)Cc1cc(-c2ccco2)c(C#N)c(N)n1,-18%,-2%,4%
Cc1ccc(/C=N/NC(=O)Cc2c(F)cccc2Cl)s1,0%,-11%,1%[56.1 µM]
CCc1cccc(NC(=O)C2CCCN2S(=O)(=O)c2ccc3nc(-c4ccccc4)[nH]c3c2)c1 (stereo not given),x,-21%,8%
Cc1ccccc1C(=O)NC(=S)NC1CCS(=O)(=O)C1 (stereo not given),-2%,-4%,3%
CCC(=O)Nc1ccc(S(=O)(=O)N2CCC(c3nc4ccccc4[nH]3)CC2)cc1,-3%,2%,11%
Cc1cc(C)cc(OCC(=O)NCC(c2ccc(Cl)cc2)N2CCCCC2)c1 (stereo not given),x,-3%,3%
CC1SC(c2ccccc2Cl)NC1=O (stereo not given),2%,0%,1%
Cc1ccc(NC(=O)CCCc2c[nH]c3ccccc23)nc1,-5%,-13%,7%
CCS(=O)(=O)n1nc(-c2cccnc2)nc1NCc1ccc(F)cc1,2%,14%,0%
Cc1ccc(-n2c(=O)c3sccc3n(CC(=O)NCC3CCCO3)c2=O)cc1F (stereo not given),1%,2%,2%[0.0935 µM]
CC1Cc2cc(/C(O)=C3/C(=O)C(=O)N(CCN4CCOCC4)C3c3ccc(N(C)C)cc3)ccc2O1 (stereo not given),-23%,-11%,4%
Cc1cc(NC(=O)NC(=O)c2ccccc2F)no1,-12%,-13%,2%
CC1(C)CC(=O)C(Sc2nnc(-c3ccc(NS(C)(=O)=O)cc3)n2Cc2ccco2)C(=O)C1,-1%,-3%,2%
O=CN1CCN(C(=S)Nc2ccc(OC(F)F)cc2)CC1,-1%,-10%,2%
CCOC(=O)c1nnn(-c2nonc2N)c1CSc1nnc(N)s1,-13%,3%,-5%
c1ccc2[nH]c(CN3CCOCC3)nc2c1,7%,0%,-5%
COc1ccc(C(=O)OCC(=O)Nc2cc(C)on2)cc1S(=O)(=O)N1CCOCC1,7%,-3%,7%

Compound activity deposited in PubChem BioAssay by National Center for Advancing Translational Sciences (NCATS).
